Screening results as filed in PubChem.
NF-kB neuron act: compounds increasing NF-kB expression in human neuronal cells | NF-kB reporter expression; stronger effect = higher value | fold change at 12.5 µM | 190,000 compounds, 1.6% hits; in the data active = fold change above about 3.3
FLuc stim CS: affects firefly luciferase, flagging false hits in luciferase stimulation screens; 200,000 tested, under 10 active; ATPlite luciferase biochemical, luminescence, 10 min; 0 = ATP-free wells, 1 = DMSO control; activation factor at 10 µM;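 active = luciferase activation factor, scaled between plate controls, of at least 2 with compound at 10 µM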
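assay system = Luciferase/luciferin detection reagent, cell-free biochemical luciferase assay | also added = ATP substrate | times = 10 min post-reagent at room temperature | measured by = luminescence from luciferase reaction | measure = luciferase activation, seen as luminescence increase over controls | benchmarks = low control with PBS replacing ATP, high control enzyme plus ATP without compound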
TNAP act hi DEA: increases human TNAP activity under high phosphate acceptor concentration; P05186; purified TNAP, CDP-star luminescence, 1 M DEA, 30 min; stronger effect = higher value; 0 = EDTA background, 1 = DMSO-only activity; activation factor at 20 µM; 200,000 tested, under 10 active;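 active = activation factor at least 2 at 20 µM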
Target sequence (P05186 whole entry, looked up): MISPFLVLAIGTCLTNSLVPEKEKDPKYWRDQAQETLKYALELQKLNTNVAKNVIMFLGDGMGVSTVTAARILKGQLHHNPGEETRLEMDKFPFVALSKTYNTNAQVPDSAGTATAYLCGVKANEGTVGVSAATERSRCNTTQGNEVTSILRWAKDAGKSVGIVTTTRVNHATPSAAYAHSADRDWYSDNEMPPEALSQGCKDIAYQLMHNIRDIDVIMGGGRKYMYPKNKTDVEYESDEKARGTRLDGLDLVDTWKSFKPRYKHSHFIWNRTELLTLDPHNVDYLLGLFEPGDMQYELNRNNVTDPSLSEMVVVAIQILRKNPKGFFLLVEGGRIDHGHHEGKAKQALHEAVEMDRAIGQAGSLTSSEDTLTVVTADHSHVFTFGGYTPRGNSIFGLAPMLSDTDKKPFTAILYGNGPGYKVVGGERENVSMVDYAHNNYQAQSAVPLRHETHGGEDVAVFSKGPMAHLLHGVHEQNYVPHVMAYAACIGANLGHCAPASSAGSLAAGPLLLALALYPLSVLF
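Control set: EDTA negative control, DMSO positive control / Assay system: human TNAP / Quantity: TNAP 1/800 final / Evaluation: TNAP activation factor scaled between EDTA and DMSO control wells / Measured by: luminescent substrate turnover signal / Compound dosing: one dose, 20 µM / Times: 30 min enzyme reaction at room temperature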
PMI activator: increases human mannose-6-phosphate isomerase activity. activation factor at 20 µM. AID 1214. P34949. purified human PMI, coupled resazurin fluorescence, 20 min; stronger effect = higher value; 1 = vehicle control, 0 substrate-free wells. 190,000 compounds, 0.005% hits;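 active = activation factor of 2 or more at 20 µM, relative to plate controls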
Target sequence (P34949 whole entry, looked up): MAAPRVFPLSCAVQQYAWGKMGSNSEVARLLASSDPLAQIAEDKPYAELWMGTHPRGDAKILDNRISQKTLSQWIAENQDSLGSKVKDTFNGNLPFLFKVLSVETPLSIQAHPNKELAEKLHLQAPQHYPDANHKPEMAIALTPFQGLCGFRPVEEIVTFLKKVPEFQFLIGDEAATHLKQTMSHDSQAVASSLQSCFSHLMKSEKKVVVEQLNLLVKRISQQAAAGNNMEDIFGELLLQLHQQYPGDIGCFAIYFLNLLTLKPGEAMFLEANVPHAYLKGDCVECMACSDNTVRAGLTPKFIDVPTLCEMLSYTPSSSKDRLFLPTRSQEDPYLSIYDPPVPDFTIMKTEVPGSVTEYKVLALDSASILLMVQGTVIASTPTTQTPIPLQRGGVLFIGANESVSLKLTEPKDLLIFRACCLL
PMI act satM6P: increases human PMI activity with near-saturating mannose 6-phosphate. activation factor at 20 µM. coupled PMI enzyme assay, resazurin fluorescence, 20 min; stronger effect = higher value; 1 = untreated enzyme, 0 = substrate-free blank. P34949. 190,000 compounds, 0.34% hits;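 active = activation factor of 2 or more at 20 µM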
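Test system: human PMI in coupled enzyme assay; Input: PMI at 15 ng/mL final; Medium: HEPES buffer, pH 7.4; Schedule: 20 min incubation at room temperature; Technique: resorufin fluorescence at Ex 544/Em 590 nm; Compound: 20 µM single dose; Probe or stimulus: Near-saturating mannose-6-phosphate, 1.0 mM.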
FLuc inh counter: inhibits firefly luciferase, flagging false hits in luciferase inhibition screens; ATPLite firefly luciferase biochemical luminescence, 10 min; 200,000 compounds, 1.5% hits; inhibition, % at 10 µM; P08659;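 active = inhibition above about 50% when tested at 10 µM, limit read from the data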
TNAP inh no acc: TNAP (human) inhibition, acceptor-free conditions; P05186; purified TNAP, CDP-star luminescence, 30 min; inhibition, % at 20 µM; 200,000 compounds, 0.26% hits; AID 1012;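 active = tissue-nonspecific alkaline phosphatase inhibition above about 50% at 20 µM in the single-dose screen, limit read from the data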;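 also: 0% = DMSO negative control and 100% = EDTA positive control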
TNAP inh hi DEA: TNAP (human) inhibition, high acceptor. 200,000 compounds, 0.03% hits. AID 1135. inhibition, % at 20 µM. purified TNAP, CDP-star luminescence, 1 M DEA;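 active = over 50% inhibition of tissue-nonspecific alkaline phosphatase at 20 µM in the single-dose screen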;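 also: plate controls were DMSO wells for no effect and EDTA-quenched wells as full inhibition for full effect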
bIAP activator: intestinal alkaline phosphatase (bovine) activation. purified bovine IAP, CDP-star luminescence, 30 min; stronger effect = higher value; fold of DMSO-control signal, blank-subtracted. activation factor at 20 µM. AID 1016. 200,000 compounds, 0.17% hits;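 active = activation factor of 2 or more at 20 µM, a signal rise over negative controls twice the positive control's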
APP 5'UTR act: activates APP 5'UTR luciferase reporter | SH-SY5Y APP 5'UTR luciferase reporter, luminescence; zero percent = DMSO vehicle wells | activation, % at 2 µM | 190,000 compounds, 1% hits | AID 1276;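 active = activation above a set limit, based on mean plus 3 SD of controls, cut at about 140% in these data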; also: values of inactives mirror those of a sister screen read the other way
* marks the source's active call; other numbers are inactive results; . = not tested or not shown.

SMILES	NF-kB neuron act	FLuc stim CS	TNAP act hi DEA	PMI activator	PMI act satM6P	FLuc inh counter	TNAP inh no acc	TNAP inh hi DEA	bIAP activator	APP 5'UTR act
COc1ccc(C(=O)N/C(=C\c2cccc([N+](=O)[O-])c2)C(=O)Nc2cccc(C(=O)O)c2)cc1	1.1	1	1	1	0.9	-2	-5	0	0.9	-19
Cc1ccc(C(=O)N/N=C/c2cccc(OC(=O)/C=C/c3ccco3)c2)cn1	1.5	0.8	1	0.9	0.9	24	-3	-2	1.1	3
CCOc1ccc2nc(SCC(=O)Nc3ccc4c(c3)OCO4)sc2c1	1.1	1	1	0.9	0.9	4	-1	1	1.1	-6
CCOC(=O)C1C(=O)CC(C)(O)C(C(=O)OCC)C1c1ccc(OCC)cc1 (configuration not stated)	1.2	1.1	1.1	1	1	-9	-6	-6	1.1	1
CC1(C)CC(=O)C2=C(C1)N(c1ccccc1)C(=O)CC2c1ccc(O)cc1 (configuration not stated)	1.2	1	1.1	1	1	-1	-12	-5	1	12
CC(C)C(=O)NNS(=O)(=O)c1ccccc1[N+](=O)[O-]	1.1	1	1	1	1	-5	-15	-2	0.9	-7
Cc1ccc(NC(=O)CNc2ccc(Cl)c(Cl)c2)cc1S(=O)(=O)N(C)C	0.79	1	1	0.8	0.8	-3	-13	-2	1	29
CCc1nnc(NS(=O)(=O)c2ccc(NC(=S)NC(=O)/C=C/c3ccc(C(C)C)cc3)cc2)s1	1.3	1	1	0.8	0.9	-4	14	-2	0.9	-5
C/C(=N\Nc1cc(Cl)nc(C)n1)c1ccccc1	2	0.9	1.1	1	1	13	-14	-6	1	8
Nc1nc2nccc(-c3ccccn3)n2n1	1	1	1	0.9	1	2	-4	4	0.9	-5
O=C(/C=C/c1ccc(F)cc1)Nc1cc(S(=O)(=O)N2CCOCC2)ccc1N1CCCC1	0.92	1.1	1	0.9	1	-9	-17	-3	0.9	-21
CCN(CC)S(=O)(=O)c1ccc(N)cc1	0.95	1	1.1	1	1	-2	-5	-8	1.2	-6
CCOC(=O)N1CCN(C(=O)c2ccc3c(=O)n(CCC4=CCCCC4)c(=O)[nH]c3c2)CC1	1.1	1.1	1.1	1.1	1.1	-6	1	-6	1	-2
CCOC(=O)N1CCC(N2CCN(Cc3ccccc3)C(CCO)C2)CC1 (configuration not stated)	0.96	1	1	0.9	1	-2	-7	-4	1.2	5
C(=N\n1cnnc1)/c1cccnc1	1.1	1	1	0.9	0.9	-1	-17	-3	0.9	-12
COc1ccccc1CNC(=O)CSc1nc2nc(C)cc(C)n2n1	1.1	1.1	1.1	0.9	1	-5	-10	-7	0.9	0
CC(C)NC(=O)CC1C(=O)N(Cc2ccccc2)C(C)c2nc3ccccc3n21 (configuration not stated)	1.4	1	1	1.1	1	-3	-8	-2	1.1	6
Cc1c(C(=O)OC2CCC(C)CC2)[nH]c2c1C(=O)CCC2 (configuration not stated)	4.9*	1	1	0.8	0.8	2	-11	0	0.9	148*
Cc1ccc(C)c(NC(=O)CN(C)C(=O)c2cccc(S(=O)(=O)N(C)C)c2)c1	0.96	1	1	0.9	0.9	-2	-3	-4	1	0
CCOc1ccc(N(CC(=O)NC2CCCC2)C(=O)CSc2nnc(COc3ccccc3)o2)cc1	0.97	1.1	1.1	1	1	-6	1	-7	1.1	9
Clc1ccc(C2=NNC(=NCC3CCCO3)SC2)cc1 (configuration not stated)	1.9	0.7	1	0.7	0.9	32	9	2	0.8	24
CN1C(=S)SC(/[N+]([O-])=C/c2cccnc2)C1(C)C (configuration not stated)	0.89	1.1	1.1	1	1.1	-6	-7	-5	1.1	4
Cn1c(Cn2c(=O)sc3ccccc32)nnc1SCC(=O)Nc1cccc(Cl)c1	0.98	1	1	1.1	1.1	0	-10	-2	1	6
COc1ccc(OC)c(-c2csc(CCn3nc(C)cc3C)n2)c1	1	1.1	1.1	1	1	-8	-13	-8	1.1	5
Cc1ccc(NC(=O)CCN2C(=O)c3cccc4cccc(c34)C2=O)cc1	1.2	1	1	1	1.1	-3	7	-5	1	1
COc1ccc(N2C(=O)C3CCCN3C2c2cccc(OC)c2)cc1 (configuration not stated)	1.1	1	1.1	1	1	-5	-17	-6	0.9	-4
O=c1[nH]c2cc3c(cc2cc1C(c1nnnn1C1CCCCC1)N1CCSCC1)OCCO3 (configuration not stated)	1.1	1.1	1	1.3	1.1	-6	-7	-2	0.8	-6
Cc1nnc(NC(=O)c2nn(CC(C)C)c(=O)c3ccccc23)s1	1.2	1.1	1	1.2	1.2	-9	-11	-2	1.2	22
CCn1c(O)c(N=N)c2ccccc21	0.92	1	1.1	1	0.9	0	-6	-6	1.1	-1
c1ccc(CSc2nnc(-c3cccs3)n2Cc2ccco2)cc1	1.2	1	1	1	1.1	-2	-14	0	1.2	6
c1ccc(-c2cc(N3CCCCC3)ncn2)cc1	1.7	0.9	1.1	1	1	13	-15	-5	0.9	45
O=S(=O)(c1ccc(F)cc1)N1CCN(c2ccccc2)CC1	0.99	1.1	1.1	1	1	-5	-10	-5	0.9	-2
CC1CCC2(CC1)NC(=O)N(Cc1cccc(C(F)(F)F)c1)C2=O (configuration not stated)	0.91	1	1	1.1	1.1	-5	-7	0	1	-7
COc1ccccc1NS(=O)(=O)c1cc(N/C(=N\S(=O)(=O)c2ccccc2)c2ccc(F)cc2)ccc1Cl	0.79	1	1	0.9	0.9	4	0	0	0.9	6
CCOc1ccc(NC(=O)c2ccccn2)cc1	1.4	0	1	1	1	96*	-6	0	1	116
CC1=NN(c2ccccc2)C(=O)/C1=C\c1cn(CCC#N)nc1-c1ccc(Cl)cc1	1.4	1.1	1	0.8	0.8	-10	17	0	1.1	-9
O=C1/C(=C\Nc2ccccc2)CCN1c1ncccn1	2	0.8	1	0.9	0.9	21	-3	1	0.8	.
COc1ccc(/C(N)=N/OC(=O)Cc2ccccc2[N+](=O)[O-])cc1	1.3	1	1	1	0.9	1	-5	1	1.1	5
COc1cc2ccccc2cc1C(=O)NCC(c1cccs1)N(C)C (configuration not stated)	2	0.4	1	1	1	64*	-4	-3	0.9	33
CCn1c(=O)c(C)nn2c3ccccc3nc12	1	1	1	0.9	1	-2	-5	0	0.9	-12
COCC(C)NC(=O)C1CC(c2cccc(Br)c2)=NO1 (configuration not stated)	0.9	1	1	1	1.1	-5	-19	-4	0.9	-3
COCCNC(=O)COC(=O)c1ccc(OCC(=O)Nc2ccccc2OC)c(OC)c1	1.1	1	1	1	1	-3	2	-1	1.1	-3
Cc1cc(C)cc(C(=O)Nc2ccc(N3CCCC3)cc2)c1	2.6	0.6	1	0.9	0.8	38	-12	-4	1.2	146*
c1n[nH]c(NC2=NCCC2)n1	1.1	1	1	0.9	0.9	-4	-112	-2	1.2	-5
CCC(C)NC(=O)C(=O)NCc1ccncc1 (configuration not stated)	1.5	1	1	1.1	1	-4	-6	1	1	-11
O=C(O)C1CCCCC1C(=O)Nc1ccccc1Cl (configuration not stated)	1.1	1.1	1	1.1	1	-9	-1	-4	1	-10
OCCCC1CCCCN1Cc1nc(Cc2ccccc2Cl)no1 (configuration not stated)	1.1	1	1	1	1	1	-2	1	1	18
Cc1ccc(Cl)cc1N1CCN(C(=S)NCCc2ccccc2)CC1	1.3	1	1.1	0.9	0.9	-4	-38	-10	0.9	14
NS(=O)(=O)c1cccc(NC(=O)CN2CCC(Cc3ccccc3)CC2)c1	1.2	1	0.9	0.9	0.9	-4	1	5	1.2	-10
CC(=O)c1cc2c(cc1NC(=O)CN1CCCCCC1)OCO2	1.4	1	1	0.9	1	-3	-4	4	1	0

Only TNAP inh hi DEA and PMI act satM6P, for four of the compounds above:
SMILES | TNAP inh hi DEA | PMI act satM6P
O=C(O)C1CCCCC1C(=O)Nc1ccccc1Cl (configuration not stated) | -4 | 1
OCCCC1CCCCN1Cc1nc(Cc2ccccc2Cl)no1 (configuration not stated) | 1 | 1
Cc1ccc(Cl)cc1N1CCN(C(=S)NCCc2ccccc2)CC1 | -10 | 0.9
NS(=O)(=O)c1cccc(NC(=O)CN2CCC(Cc3ccccc3)CC2)c1 | 5 | 0.9

Arranged by formula weight (lowest first): part of the list above
SMILES	NF-kB neuron act	FLuc stim CS	TNAP act hi DEA	PMI activator	PMI act satM6P	FLuc inh counter	TNAP inh no acc	TNAP inh hi DEA	bIAP activator	APP 5'UTR act
CCC(C)NC(=O)C(=O)NCc1ccncc1 (configuration not stated)	1.5	1	1	1.1	1	-4	-6	1	1	-11
O=C(O)C1CCCCC1C(=O)Nc1ccccc1Cl (configuration not stated)	1.1	1.1	1	1.1	1	-9	-1	-4	1	-10
OCCCC1CCCCN1Cc1nc(Cc2ccccc2Cl)no1 (configuration not stated)	1.1	1	1	1	1	1	-2	1	1	18
NS(=O)(=O)c1cccc(NC(=O)CN2CCC(Cc3ccccc3)CC2)c1	1.2	1	0.9	0.9	0.9	-4	1	5	1.2	-10

Three of these compounds in a different format:
OCCCC1CCCCN1Cc1nc(Cc2ccccc2Cl)no1 (configuration not stated)
- NF-kB neuron act: 1.1
- FLuc stim CS: 1
- TNAP act hi DEA: 1
- PMI activator: 1
- PMI act satM6P: 1
- FLuc inh counter: 1
- TNAP inh no acc: -2
- TNAP inh hi DEA: 1
- bIAP activator: 1
- APP 5'UTR act: 18

NS(=O)(=O)c1cccc(NC(=O)CN2CCC(Cc3ccccc3)CC2)c1
- NF-kB neuron act: 1.2
- FLuc stim CS: 1
- TNAP act hi DEA: 0.9
- PMI activator: 0.9
- PMI act satM6P: 0.9
- FLuc inh counter: -4
- TNAP inh no acc: 1
- TNAP inh hi DEA: 5
- bIAP activator: 1.2
- APP 5'UTR act: -10

CC(=O)c1cc2c(cc1NC(=O)CN1CCCCCC1)OCO2
- NF-kB neuron act: 1.4
- FLuc stim CS: 1
- TNAP act hi DEA: 1
- PMI activator: 0.9
- PMI act satM6P: 1
- FLuc inh counter: -3
- TNAP inh no acc: -4
- TNAP inh hi DEA: 4
- bIAP activator: 1
- APP 5'UTR act: 0
